AGP1 TOR yeast – yeast TOR pathway AGP1-GFP modulation | S. cerevisiae AGP1-GFP multiplex flow cytometry, 3 h; GFP as percent of DMSO wells | GFP response vs DMSO, % at 10 µM | hit rate 0.02% among 320,000;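 active means GFP response relative to DMSO above a set limit, near screen average plus 3 SD, cut at about 150% in these data; inconclusive means fewer than 70 cells counted for the yeast strain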;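 further: median GFP channel fluorescence of the gated AGP1 strain per well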
RPL19A-GFP yeast – yeast TOR pathway RPL19A-GFP modulation; S. cerevisiae RPL19A-GFP strain, flow cytometry, 3 h; active compounds read low; hit rate 0.3% among 330,000; AID 2025; percent response vs DMSO, % at 10 µM;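 active means percent response vs DMSO below 50%; inconclusive means fewer than 70 events counted for the yeast strain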;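 further: median channel GFP fluorescence of the barcoded RPL19A-GFP strain; ratio of sample median GFP to plate DMSO average so 100% = DMSO; lower means less RPL19A-GFP as with rapamycin TOR inhibition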
AHR activator – activates the human aryl hydrocarbon receptor; P35869; AHR-responsive luciferase reporter cells, luminescence; activation, % at 5 µM; hit rate 2.5% among 320,000; AID 2796; in the data active means activation above about 47%;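 further: 0% = vehicle wells and 100% = reference agonist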
Target sequence (P35869 whole entry, looked up): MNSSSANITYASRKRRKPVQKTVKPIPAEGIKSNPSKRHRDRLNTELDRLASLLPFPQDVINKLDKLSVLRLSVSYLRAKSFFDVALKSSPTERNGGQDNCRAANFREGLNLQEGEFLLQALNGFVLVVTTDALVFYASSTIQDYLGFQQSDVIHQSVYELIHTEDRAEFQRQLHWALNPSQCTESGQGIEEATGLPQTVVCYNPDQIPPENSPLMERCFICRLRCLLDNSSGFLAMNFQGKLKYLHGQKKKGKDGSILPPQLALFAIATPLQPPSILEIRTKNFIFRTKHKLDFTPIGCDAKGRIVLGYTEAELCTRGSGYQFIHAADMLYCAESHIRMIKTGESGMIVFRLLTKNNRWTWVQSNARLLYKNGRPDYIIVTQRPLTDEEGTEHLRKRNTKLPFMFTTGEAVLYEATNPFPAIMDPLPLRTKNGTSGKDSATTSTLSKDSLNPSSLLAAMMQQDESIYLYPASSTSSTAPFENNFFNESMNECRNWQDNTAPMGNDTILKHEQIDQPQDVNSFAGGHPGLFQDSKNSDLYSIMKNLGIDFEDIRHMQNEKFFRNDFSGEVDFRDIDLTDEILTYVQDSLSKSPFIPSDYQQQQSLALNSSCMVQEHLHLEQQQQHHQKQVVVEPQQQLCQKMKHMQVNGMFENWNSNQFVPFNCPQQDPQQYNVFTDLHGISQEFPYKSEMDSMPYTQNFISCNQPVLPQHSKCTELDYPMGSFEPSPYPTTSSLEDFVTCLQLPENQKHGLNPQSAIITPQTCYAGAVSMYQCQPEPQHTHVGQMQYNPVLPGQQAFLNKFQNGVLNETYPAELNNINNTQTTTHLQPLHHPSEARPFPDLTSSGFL
CIT2 TOR yeast – modulators of TOR pathway CIT2-GFP in S. cerevisiae; S. cerevisiae CIT2-GFP strain, flow cytometry, 3 h; 100 means same as DMSO wells; GFP response vs DMSO, % at 10 µM; hit rate 0.065% among 320,000; AID 2029;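 active means GFP response relative to DMSO above a set limit, near the screen mean plus 3 SD, cut at about 150% in these data; inconclusive means Fewer than 70 cells measured for a yeast strain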;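 further: ratio of well median GFP fluorescence to mean of DMSO wells on the plate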
CR mimetic SO – caloric restriction mimetics inhibiting age-related superoxide in yeast | S. cerevisiae aged cells, superoxide DHE fluorescence; active compounds read low | superoxide response (% of plate mean), % at 10 µM | hit rate 0.18% among 330,000;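 active means superoxide response under a set limit, about three screen SD below normal, cut at about 65% in these data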;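 further: yeast aged for seven days with compound at 30 °C before DHE staining; 100% = average MFI of all compound-treated wells on the plate with controls excluded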
LAP4 TOR yeast – modulators of TOR pathway LAP4-GFP in S. cerevisiae; hit rate 0.34% among 320,000; GFP response vs DMSO, % at 10 µM; S. cerevisiae LAP4-GFP multiplex, flow cytometry GFP, 3 h; median GFP as percent of DMSO wells;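 active means GFP response vs DMSO above a set limit, about the screen mean plus 3 SD, cut at about 150% in these data; inconclusive means under 70 cell events counted for the yeast strain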
MEP2 TOR yeast – modulators of TOR pathway MEP2-GFP in S. cerevisiae; S. cerevisiae MEP2-GFP strain, flow cytometry GFP, 3 h; 100% = DMSO control level; hit rate 0.51% among 330,000; GFP response vs DMSO, % at 10 µM;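 active means GFP response versus DMSO above a set limit, roughly screen mean plus 3 SD, cut at about 180% in these data; inconclusive means fewer than 70 cells counted for a yeast strain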;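 further: median GFP fluorescence of the barcode-gated MEP2-GFP cells per well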
Efflux pump inh – inhibitors of Candida antifungal efflux pumps expressed in yeast; S. cerevisiae Candida pump triplex, Nile Red efflux; inhibition, % at 10 µM; hit rate 0.44% among 330,000; AID 485275;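 active means plate passing quality check with inhibition over a set limit, or well fluorescence over plate mean plus 4 SD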;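 further: Nile Red retained in pooled yeast measured as flow cytometry median fluorescence; 0% = buffer negative control and 100% = Enniatin B positive control; higher means more Nile Red kept so more efflux inhibition; some compounds called inactive have numbers as strong as hits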
* marks the source's active call; other numbers are inactive results; ? = inconclusive; · = no result given; [ ] = another dose, or the depositor's remark.

SMILES	AGP1 TOR yeast	RPL19A-GFP yeast	AHR activator	CIT2 TOR yeast	CR mimetic SO	LAP4 TOR yeast	MEP2 TOR yeast	Efflux pump inh
CCCCn1c(N)c(N(CCC(C)C)C(=O)c2cc(CC)c(C)s2)c(=O)[nH]c1=O	92	92	2	89	106	105	95	-0.1
Cc1cccc2c1cnn2C(=O)Nc1ccc(Br)cc1F	95	106	3	97	125	96	90	1.5
COc1ccc2cc(C(C)c3nc4ccccc4c(=O)n3N)ccc2c1 (stereo not drawn)	99	98	1	79	110	108	93	0.1
O=C(C[C@H]1C/C=C\CC[C@H](Cc2ccc(F)cc2)C(=O)O[C@H](c2ccccc2)CNC1=O)N[C@H](CO)Cc1ccccc1	104	104	2	103	106	99	100	0.4
Cc1cccc(NC(=O)COc2ccc(-c3nn(C)c(=O)c4ccccc34)cc2)c1	90	99	-1	92	104	96	113	-0.1
CCOC(=O)C1CCN(Cc2nnc(-c3ccccc3C)o2)CC1	101	107	0	103	99	100	105	0.1
Cc1cccc(-n2c(C)nc3c(cnn3-c3ccc(F)cc3)c2=O)c1	100	102	0	101	99	103	102	0.0
Cc1cc(=O)oc2cc(OCc3ccc(C(=O)OCC(=O)N(C)C4CCS(=O)(=O)C4)cc3)ccc12 (stereo not drawn)	102	106	-1	110	88	99	107	0.3
CCN1C(=O)/C(=C\N(C)C)c2ccccc21	98	95	22	88	127	98	98	-0.1
O=C(COc1ccccc1[N+](=O)[O-])N/N=C/c1cccc(OC(=O)c2ccc3c(c2)OCO3)c1	94	99	3	104	93	92	102	-0.3
CCOc1cc(CNn2cn[nH]c2=S)cc(Cl)c1OCc1ccccc1F	103	100	8	101	103	104	100	0.1
Cc1cc(NC(=O)CSc2nnc3ccc(-c4ccc(F)cc4)nn23)no1	103	97	3	95	89	103	100	0.1
Cc1cc(C(F)(F)F)nn1CC(=O)Nc1ccc(Br)c2cccnc12	95	95	40	95	98	92	106	-0.2
COC(=O)c1ccc2c(c1)C(=O)N(C1CCCCC1)C2=O	·	102	1	101	109	104	95	-0.2
COc1ccc(C(=O)Nc2nc(C)cc(C)n2)cc1[N+](=O)[O-]	104	104	20	97	96	100	109	0.2
COc1ccc(NC(=O)c2ccc(CN3CCc4ccccc4C3)cc2)c(OC)c1	98	103	-2	110	103	94	104	0.0
CCc1nnc(NC(=O)CN2C(=O)/C(=C/c3cc(OC)c(OC)c(OC)c3)SC2=S)s1	97	105	0	88	83	79	90	-0.1
Oc1ccc(/C=N/Nc2ccnc3cc(Cl)ccc23)c(O)c1O	98	97	-2	90	105	87	113	-0.1
CN(C)Cc1ccccc1Sc1cccc2ccccc12	97	96	1	91	90	107	105	-0.1
NS(=O)(=O)c1ccc(CCNC(=O)C(=O)c2cn(CC(=O)N3CCCC3)c3ccccc23)cc1	101	98	8	100	95	100	96	-1.3
COc1ccc(CCNC(=O)C23CCC(C)(C(=O)C2Br)C3(C)C)cc1OC (stereo not drawn)	102	99	1	86	107	108	103	0.1
CCOC(=O)C1=C(C)OC(N)=C(C#N)C1c1ccoc1 (stereo not drawn)	97	99	0	100	85	107	104	-0.1
O=C(c1cc(Cl)ccc1[N+](=O)[O-])N1CCc2ccccc2C1	101	101	8	94	97	101	94	0.1
COc1ccc(OCCOC(=O)CNS(=O)(=O)c2ccc(SC)c([N+](=O)[O-])c2)cc1	105	98	0	97	99	101	93	0.1
Nc1ccc(S(=O)(=O)NCC(=O)OC2CCOC2=O)cc1[N+](=O)[O-] (stereo not drawn)	100	98	-1	99	108	101	102	0.1
CCOC(=O)Cn1nc(C)c(NC(=O)COc2ccccc2[N+](=O)[O-])c1C	105	100	4	101	87	98	100	0.0
CC(C)(C)NC(=O)c1cc(Cl)ccc1[N+](=O)[O-]	107	104	-1	102	99	100	104	-0.1
Cc1cc(/C=N/NC(=O)c2ccccn2)c(C)n1-c1cccc([N+](=O)[O-])c1	102	95	2	78	106	104	94	0.0
Cc1cc(C)n2cc(CSCC(=O)O)nc2n1	101	99	0	95	98	99	101	0.0
CC(OC(=O)c1cc(Br)ccc1O)C(=O)NC1(C#N)CCCCC1 (stereo not drawn)	101	93	-1	101	112	109	97	-0.1

The final 4 entries of the section above are carried over, then new ones follow.
SMILES	AGP1 TOR yeast	RPL19A-GFP yeast	AHR activator	CIT2 TOR yeast	CR mimetic SO	LAP4 TOR yeast	MEP2 TOR yeast	Efflux pump inh
CC(C)(C)NC(=O)c1cc(Cl)ccc1[N+](=O)[O-]	107	104	-1	102	99	100	104	-0.1
Cc1cc(/C=N/NC(=O)c2ccccn2)c(C)n1-c1cccc([N+](=O)[O-])c1	102	95	2	78	106	104	94	0.0
Cc1cc(C)n2cc(CSCC(=O)O)nc2n1	101	99	0	95	98	99	101	0.0
CC(OC(=O)c1cc(Br)ccc1O)C(=O)NC1(C#N)CCCCC1 (stereo not drawn)	101	93	-1	101	112	109	97	-0.1
C1CCN=C(Nc2nc3c(s2)CCCC3)CC1	101	99	7	94	139	98	100	0.0
O=C(Cn1cccc1C(=O)c1ccccc1)NCc1cccs1	102	102	0	98	104	96	104	-0.1
Cc1ccc(-c2onc3ccc(C4(C)OCCO4)cc23)cc1	?	46*[may fluoresce violet]	2	?	87	91[may fluoresce violet]	217*[may fluoresce violet]	-0.1
COC(=O)c1cc2n(n1)CCN(Cc1ccc(F)cc1)C2=O	114	108	5	112	95	106	105	0.1
COc1ccccc1C(C(=O)NCc1ccc(F)cc1)N(C(=O)c1csnn1)C1CC1 (stereo not drawn)	100	101	1	99	93	97	101	0.1
COc1ccc(C(=O)Nc2ccnn2C2CCN(CCC(C)c3ccc(C)o3)CC2)cc1 (stereo not drawn)	97	92	-1	96	87	93	89	-1.3
O=Cc1c(NCCc2cccc(F)c2)c2ccccc2[nH]c1=O	95	94	2	97	102	92	109	-0.1
CC(=O)c1cccc(NC(=O)C(C)OC(=O)c2ccc(Br)o2)c1 (stereo not drawn)	96	99	0	100	92	95	105	0.1
CN(Cc1nc(-c2cccs2)no1)CC(O)c1ccccc1 (stereo not drawn)	110	98	7	94	88	106	104	0.0
COc1ccccc1NC(=O)CN1C(=O)CC(C)S(=O)(=O)c2ccccc21 (stereo not drawn)	107	102	3	101	85	93	99	0.0
CN(C)C(=O)CSc1nnc(Cc2ccccc2)n1CC1CCCO1 (stereo not drawn)	91	96	2	90	80	92	92	0.3
Cc1cc(C)c(S(=O)(=O)O)c(C)n1	95	99	2	95	85	92	100	0.3
COc1cccc(NC(=O)N[C@@H](Cc2ccccc2)C(=O)O)c1	100	97	0	97	98	105	101	-0.1
COc1cccc(Nc2nnc(SCn3nnc4ccccc4c3=O)s2)c1	105	104	4	99	86	110	108	0.0
Brc1ccc(/C=N/Nc2ccc3ccccc3n2)cc1	93	95	69*	86	105	125	103	-0.1
CCCCCCOc1ccc(N2C(=O)CC(S/C(N)=N/N=C(\C)c3cccs3)C2=O)cc1 (stereo not drawn)	98	92	0	97	116	85	100	0.1
CCCOc1ccccc1C(=O)N(Cc1ccco1)C1CCS(=O)(=O)C1 (stereo not drawn)	103	103	0	105	87	94	96	-0.1
CCOc1ccc(S(=O)(=O)N2CCCCC2)cc1NC(=O)CN1C(=O)NC(CC)(c2ccccc2)C1=O (stereo not drawn)	87	105	4	113	102	77	98	-0.3
O=C(COc1ccc(/C=N/NC(=O)c2ccc(O)cc2)cc1)Nc1ccc([N+](=O)[O-])cc1	96	97	3	96	125	92	100	-0.1
COc1cc(CNc2ccc(N3CCCC3)cc2)cc(Cl)c1OC	101	99	5	103	110	96	98	0.0
COc1ccc(CN2CCN(CC3CC3)CC2CCO)cc1C (stereo not drawn)	102	104	-2	104	110	88	108	-0.1
O=C1C(Cc2ccccc2)Nc2ncnc(N3CCN(c4ccccc4)CC3)c2N1Cc1ccc(Cl)cc1 (stereo not drawn)	83	96	2	88	97	102	90	104*
COc1ccc2oc(C)c(C(=O)Cn3ccnc3)c2c1	100	99	31	97	96	99	105	0.1
CCOc1cc(C(=O)Nc2ccc(S(=O)(=O)N3CCOCC3)cc2)cc(OCC)c1OCC	96	98	-1	98	103	96	101	0.1
Cc1cc(C)c(NC(=O)COC(=O)/C=C/c2cccs2)c(C)c1	96	103	0	102	81	93	104	-1.1
COc1ccc(C2=CC3=C(Br)C(=O)C(C)(O)C(=O)C3=CO2)cc1 (stereo not drawn)	14	42*	3	57	93	98	117	0.0
CCOc1ccccc1Oc1c(C)oc2c(CN3CCN(C)CC3)c(O)ccc2c1=O	110	102	1	109	118	109	110	0.0
O=C(O)/C=C/c1cn(-c2ccccc2)nc1-c1ccc2c(c1)OCCO2	98	97	7	114	98	107	99	-0.1
CCCCOc1ccc(C(=O)NCC(=O)NNC(=O)C2COc3ccccc3O2)cc1 (stereo not drawn)	107	102	1	98	78	101	101	-0.3
COCCOC(=O)C1=C(C)NC(=O)NC1c1cccc(F)c1 (stereo not drawn)	95	102	0	97	95	85	97	0.1
S=C(Nc1ccccc1Cl)NC1CCCCCC1	103	101	7	95	84	108	96	-0.1
CCOC(=O)c1ccc(NS(=O)(=O)CC)cc1	99	96	0	·	88	90	97	0.3
CCOC(=O)C1CCN(C(=O)CNS(=O)(=O)c2ccc(Br)s2)CC1	101	101	2	94	80	101	101	0.2
Cn1ccc(C(=O)N/N=C/c2c[nH]c3ccccc23)n1	107	100	42	101	101	98	96	0.0
CC(=O)c1ccc(NC(=O)Nc2ccc([N+](=O)[O-])cc2C)cc1	110	104	-4	109	102	95	106	0.0
CC(C)CN(C(=O)CCNC(=O)c1ccc(Cl)cc1)C1CCS(=O)(=O)C1 (stereo not drawn)	105	98	-2	104	92	98	100	0.1
COc1ccc(C)cc1NC(=O)c1nn(-c2ccccc2)cc1OC	93	104	13	102	96	117	102	-0.1
COc1cccc2sc3ccc(NCc4ccc5c(c4)OCO5)cc3c(=O)c12	96	93	21	93	97	98	98	0.1
O=C(Nc1cccnc1)c1cnn2c(C(F)F)cc(C3CC3)nc12	94	103	24	90	107	110	115	0.0
CC(=O)Nc1ccc(NCc2ccc(C)s2)cc1	96	102	2	100	95	94	99	-0.1
COC(=O)c1c(C)[nH]c(C(=O)CN2C(=O)NC3(CCOc4ccccc43)C2=O)c1C (stereo not drawn)	100	99	9	98	83	100	101	-0.1
O=[N+]([O-])c1ccc(C[n+]2cccc3c4ccccc4ccc32)cc1	98	94	-1	94	101	95	93	0.1
COc1ccc(C)cc1NC(=O)C(OC(=O)CNC(=O)c1cccc(F)c1)c1ccccc1 (stereo not drawn)	106	108	72*	102	83	92	107	0.1
CC(C(N)=O)N1C(=O)C2C3C=CC(C3)C2C1=O (stereo not drawn)	107	98	-4	98	91	107	101	-0.1
CCOC(=O)C1=CC[C@H]2c3c(c4ccccc4n3C)C(=O)C1N2Cc1ccccc1	107	104	8	112	96	115	102	-0.2
Cc1ccc(-c2nnc(SCC(=O)N3CCCC3)o2)cc1	110	104	4	110	87	105	112	0.1
O=C(NN=C1CCCC1)c1ccc(O)cc1O	99	87	8	105	91	96	85	-0.1
CCn1c(-c2ccccn2)nc2cc(S(=O)(=O)N(C)C)ccc21	100	104	5	110	109	95	102	-0.1
Cc1nc2c(C)cccc2cc1C(=O)N/N=C/c1ccc(C(=O)O)cc1	97	96	1	95	97	101	104	0.0
COc1ccccc1CNC(=O)CSc1nc(N)c(C#N)c(-c2cccs2)c1C#N	99	94	0	96	96	93	98	-0.1

Bioassay records from PubChem.
